# High-throughput results deposited in PubChem by Sanford-Burnham Center for Chemical Genomics.
# NadD inh = inhibitors of S. aureus NadD, primary screen, biochemical, colorimetric, uHTS | purified NadD enzyme, colorimetric absorbance read-out | inhibition, % at 20 µM | Nicotinate-nucleotide adenylyltransferase NadD (Staphylococcus aureus N315) | 0.78% of 360,000 active | AID 602399, 2012; in the data active = inhibition above about 26%; note: some compounds past the cut are filed as inactive
# NRP1-CendR mod = modulators of CendR peptide binding to NRP-1, primary screen, biochemical, fluorescence polarization, uHTS; Neuropilin-1 (Homo sapiens), O14786; FAM-RPARPAR peptide binding to NRP-1; inhibition, % at 25 µM; 0.85% of 360,000 active; AID 602438, 2012;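 active = inhibition or corrected inhibition above about 18%, plus a signal ratio from 0.5 to 1.5, limit read from the data, passing the limit was not always enough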; note: strong numbers were not always called active
# DNMT1 block = human DNMT1 methyltransferase inhibitors, primary screen, biochemical, molecular beacon, fluorescence, HinP1I cleavage, uHTS; 0.83% of 360,000 active; inhibition (reported as % activation of signal), % at 10 µM; in the data active = inhibition above about 50%
# Rpn11 inh = Rpn11 (PSMD14) deubiquitinase inhibitors, primary screen, biochemical, fluorescence polarization, uHTS; 26S proteasome non-ATPase regulatory subunit 14 (Homo sapiens), O00487; calls only at 20 µM; human 26S proteasome, Ub4-pepOG fluorescence polarization; 20S core pre-blocked with epoxomicin; 0.59% of 360,000 active; AID 588493, 2011;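 active = inhibition at 20 µM, scaled to each plate's controls, above about 33%, limit read from the data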
# Target sequence (O00487 whole entry, looked up): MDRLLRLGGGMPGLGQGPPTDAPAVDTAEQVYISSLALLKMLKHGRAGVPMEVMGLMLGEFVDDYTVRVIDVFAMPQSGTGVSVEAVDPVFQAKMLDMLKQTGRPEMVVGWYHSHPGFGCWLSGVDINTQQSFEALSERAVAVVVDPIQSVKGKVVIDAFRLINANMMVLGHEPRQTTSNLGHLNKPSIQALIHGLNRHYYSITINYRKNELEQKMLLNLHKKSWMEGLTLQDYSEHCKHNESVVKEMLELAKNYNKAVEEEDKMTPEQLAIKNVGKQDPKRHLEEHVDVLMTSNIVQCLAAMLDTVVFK
# MT1-MMP act inh = blockers of MT1-MMP proenzyme processing, primary screen, HT1080 RFP-PRO-GFP cells, GFP/RFP fluorescence | GFP/RFP ratio fluorescence, overnight; percent of plate control window, DMSO zero | GFP/RFP ratio change, % at 20 µM | 0.061% of 360,000 active;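 active = GFP/RFP ratio change of at least 30% with cell ATP level not reduced by more than half and red fluorescence within 50% of control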; note: strong numbers were not always called active
#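 Assay system: HT1080 RFP-PRO-GFP cells | Dosing: 20 µM single dose, 1% DMSO | Incubation: Cells overnight before dosing, compound overnight, 37 °C, 5% CO2 | Evaluation: GFP/RFP fluorescence ratio | Control set: DMSO-only wells and HT1080 RFP-L50D-GFP cell wells as references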
# Scp-1 inhibitor = Scp-1 phosphatase inhibitors, primary screen, biochemical, colorimetric, uHTS. Carboxy-terminal domain RNA polymerase II polypeptide A small phosphatase 1 (Homo …. Recombinant Scp1, phosphopeptide, malachite green phosphate absorbance. inhibition, % at 20 µM. 0.88% of 340,000 active. AID 493091, 2011;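 active = inhibition above about 50% at 20 µM, limit read from the data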;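 note: plate controls were DMSO wells with enzyme for no effect and wells lacking enzyme for full effect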
#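 Material: truncated SCP-1 phosphatase (76-261aa) / Buffer or medium: 50 mM Tris acetate pH 5.5, 0.005% Tween-20, 10 mM MgCl2 / Compound dosing: one concentration, 20 µM, with 1.0% DMSO / Incubation: 45 min room-temperature reaction, 5 min colour, 30 min stabiliser / Detection: colorimetric free-phosphate detection, absorbance 630 nm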
# SUMO1-SIM PPI = modulators of SUMO1 protein-protein interactions, primary screen, biochemical, uHTS; SUMO1 binding to a labelled peptide, TR-FRET, 1 h; 0.33% of 360,000 active; Small ubiquitin-related modifier 1 (Homo sapiens), P63165; inhibition, % at 20 µM; AID 602429, 2012; in the data active = inhibition above about 37%
# Target sequence (P63165 whole entry, looked up): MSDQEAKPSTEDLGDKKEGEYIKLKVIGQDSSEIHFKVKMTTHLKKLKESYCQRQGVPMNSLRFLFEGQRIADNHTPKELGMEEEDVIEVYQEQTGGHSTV
# LMPTP block = LMPTP phosphatase inhibitors, primary screen, biochemical, fluorescence intensity, uHTS | Low molecular weight phosphotyrosine protein phosphatase (Homo sapiens), P24666 | recombinant LMPTP-A, OMFP fluorogenic substrate | inhibition, % at 20 µM | 0.22% of 360,000 active;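 active = compounds that cut the enzyme signal by at least half of the control window in the single-dose screen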;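 note: plate controls were DMSO wells with enzyme plus substrate for no effect and substrate without enzyme for full effect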
#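 Test system: LMPTP-A phosphatase enzyme; input: 0.625 nM LMPTP-A final; reagent: OMFP substrate, 400 µM final; compound dosing: 20 µM single dose, 3% DMSO; incubation: 50 min dark incubation at room temperature; measured by: endpoint fluorescence intensity from OMFP dephosphorylation; measure: % inhibition relative to no-enzyme and uninhibited control wells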
# SKN-1 block = suppressors of acrylamide-induced Pgst-4::GFP reporter in worms, primary screen, SKN-1 inhibitor project, whole organism, uHTS, GFP/RFP fluorescence ratio, strain VP596; C. elegans VP596 Pgst-4::GFP/RFP ratio, 24 h; inhibition, % at 21.8 µM; 0.49% of 360,000 active; AID 624304, 2012;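 active = interference check ratio from 0.5 to 1.5 plus GFP to RFP signal ratio inhibition reaching or exceeding a fixed threshold, cut at about 30% in these data, passing the limit was not always enough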; note: some compounds called inactive have numbers as strong as hits
# STEP inh = STEP phosphatase inhibitors, primary screen, biochemical, fluorescence intensity, uHTS; Tyrosine-protein phosphatase non-receptor type 5 (Homo sapiens), P54829; recombinant STEP, OMFP fluorogenic substrate; inhibition, % at 20 µM; 0.25% of 360,000 active;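 active = inhibition at 20 µM, scaled per plate between control wells, above about 37%, limit read from the data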;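 note: 0% = DMSO with enzyme and substrate and 100% = substrate only without enzyme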
# Target sequence (P54829 whole entry, looked up): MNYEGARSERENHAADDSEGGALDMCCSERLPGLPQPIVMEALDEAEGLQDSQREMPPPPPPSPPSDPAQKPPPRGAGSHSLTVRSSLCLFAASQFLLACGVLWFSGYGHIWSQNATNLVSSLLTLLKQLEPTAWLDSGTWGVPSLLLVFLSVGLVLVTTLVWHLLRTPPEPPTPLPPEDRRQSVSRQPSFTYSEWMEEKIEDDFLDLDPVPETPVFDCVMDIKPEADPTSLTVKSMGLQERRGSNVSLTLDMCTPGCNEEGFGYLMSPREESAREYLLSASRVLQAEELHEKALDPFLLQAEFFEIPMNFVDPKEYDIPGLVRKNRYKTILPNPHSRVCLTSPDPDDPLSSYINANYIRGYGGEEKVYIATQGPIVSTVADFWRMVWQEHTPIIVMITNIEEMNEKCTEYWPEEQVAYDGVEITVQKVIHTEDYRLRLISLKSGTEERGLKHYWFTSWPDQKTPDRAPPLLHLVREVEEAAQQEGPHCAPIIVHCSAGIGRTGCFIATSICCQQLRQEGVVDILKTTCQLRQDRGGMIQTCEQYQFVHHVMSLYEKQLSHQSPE
#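 System: STEP phosphatase, cell-free reaction; Buffer or medium: Bis-Tris pH 6.0 buffer with DTT, detergent; Incubation: 20 min at room temperature, dark; Measured by: fluorescence, 480/540 nm.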
# Numbers without * were called inactive; i = inactive; . = not tested or not shown.
NadD inh	NRP1-CendR mod	DNMT1 block	Rpn11 inh	MT1-MMP act inh	Scp-1 inhibitor	SUMO1-SIM PPI	LMPTP block	SKN-1 block	Molecule	STEP inh
-2	-7	0	i	2	-6	0	-0.7	5	COc1ccc(CCNC(=O)C2CCN(C(=O)c3ccc(Br)cc3)CC2)cc1OC	-2
-3	8	1	i	2	2	7	-0.2	-4	Cn1ncc(Cl)c1C(=O)N1CCN(c2ccc(F)cc2)CC1	2
-3	-11	2	i	1	.	1	-2.1	-3	O=C(CCC1CCN(Cc2nccs2)CC1)Nc1ccccc1	-1
0	2	-2	i	-3	-9	2	-2.2	-12	O=C(NCCc1ccccc1)c1ccc(NC2=NC3CS(=O)(=O)CC3S2)cc1 (stereo not drawn)	2
4	-13	-2	i	6	3	4	-0.7	-8	O=C(Nc1nnc(Cc2ccc([N+](=O)[O-])cc2)s1)c1ccc2c(c1)OCO2	-1
-3	15	-10	i	2	.	3	0.4	19	CCOC1=C2[C@@H](CN(S(=O)(=O)c3ccc(C)cc3)[C@H]2c2cccc3ccccc23)[C@H]2C(=O)N(CC)C(=O)[C@H]2C1	0
5	3	3	i	-4	-5	4	1.1	8	Cc1cccc(-n2ccnc2SCC(=O)N2CCCc3ccccc32)c1C	-2
1	4	-5	i	-6	-10	-27	-8.0	-13	COc1ccc(NC(=O)CN(C)C(=O)CNC(=O)c2sc3ccccc3c2Cl)cc1	1
0	-2	3	i	5	-4	4	2.7	5	Cc1[nH]c2ccc(C(=O)Nc3ccncc3)cc2c1C	-3
0	-4	-1	i	-3	-7	2	0.6	1	NC(=O)CSc1nnc(NC(=O)c2cccc(S(=O)(=O)N3CCCCC3)c2)s1	2
-1	-2	0	i	-5	14	2	2.1	-8	Cc1ccc(C(=O)NC(Cc2cccc(F)c2)C(=O)O)cc1 (stereo not drawn)	-3
2	-8	0	i	1	-1	4	-0.5	13	COc1ccccc1NC(=O)CSCc1cc(=O)n2c(C)csc2n1	-1
-3	7	-2	i	1	-7	7	-1.4	6	COC(=O)Cn1cnc2c(cnn2-c2ccc(C)cc2)c1=O	2
10	22	70*	i	-4	78*	4	13	-11	O=C(OCc1cc(=O)n2c(n1)sc1ccccc12)c1ccc(O)cc1O	3
-3	3	2	i	0	-7	2	-1.2	-37	Cc1cc(C)c(C#N)c(SCC(=O)NC2CC2)n1	-2
2	-1	3	i	3	2	2	0.3	-11	CCC(=O)N1CCNC(=O)C1CC(=O)Nc1ccc(C)c(Cl)c1 (stereo not drawn)	3
-7	2	-2	i	0	5	1	-2.1	5	CC1CCC(NC(=O)c2ccc(N3CCCC3=O)cc2)CC1 (stereo not drawn)	-1
-5	32*	8	i	5	-10	1	-0.6	11	c1ccc2c3n(nc2c1)CCCO3	1
0	0	5	i	-3	-9	-1	0.4	16	COc1cc(OC)cc(-c2nnc(SCC(=O)N3CCOCC3)o2)c1	-2
1	11	1	i	5	-8	-3	0.3	11	CCOC(=O)C1(Cc2ccccc2)CCCN(S(=O)(=O)N(C)C)C1 (stereo not drawn)	0
11	-21	-14	i	-1	-9	-14	11	7	CC(=O)c1ccc(N2CCN(C(=O)c3ccc(Cn4c(=S)[nH]c5ccc(N6CCOCC6)cc5c4=O)cc3)CC2)cc1	2
0	1	-1	i	1	-5	-2	0.7	-5	O=S(=O)(NCC(c1ccco1)N1CCN(c2ccc(F)cc2)CC1)c1ccc2c(c1)OCCO2 (stereo not drawn)	0
-2	8	1	i	-3	-6	7	-1.0	25	CCN(CC(=O)Nc1ccccc1C(F)(F)F)C(=O)C1CCC1	3
3	0	-7	i	2	.	7	57*	16	COCCNc1nc(NCc2cc(-c3ccc(OC)cc3)no2)c2sccc2n1	2
2	-3	-4	i	1	-3	-25	1.8	11	CC(=O)N1N=C(c2ccc([N+](=O)[O-])cc2)CC1c1ccccc1Cl (stereo not drawn)	1
-9	3	2	i	3	0	4	-1.3	-16	COc1ccc(F)cc1C(=O)C1CCCN(C(=O)CCN2CCCCO2)C1 (stereo not drawn)	6
-2	-2	4	i	3	-5	-5	0.2	25	CCOc1ccc(NS(=O)(=O)c2ccc(C(=O)N3CC(C)OC(C)C3)cc2)cc1 (stereo not drawn)	1
-3	3	4	i	-4	-4	1	-0.5	5	COc1ccc(F)cc1C(=O)C1CCCN(Cc2c[nH]c3ccccc23)C1 (stereo not drawn)	-1
-2	-1	-3	i	5	-2	-4	-0.7	11	Cc1nc2ccccc2nc1OCC(=O)Nc1ccccc1	-1
4	-6	-2	i	7	-6	-9	-0.3	15	NC(=O)NNC(=S)Nc1cccc2ccccc12	5
-6	-1	6	i	-5	17	-16	-2.2	8	CCCCOC(=O)/C(=C\c1ccc([N+](=O)[O-])o1)NC(=O)c1ccccc1	-2
-9	-2	3	i	2	-3	4	-2.4	-20	CN1CCCN(C(=O)CSc2ccccc2)CC1	-2
13	-10	-4	i	3	0	3	0.2	9	O=C(Nc1nnc(SCc2ccc(Cl)cc2)s1)c1cnccn1	0
-8	11	10	i	-1	-20	2	-0.7	-1	O=C(NCCC(c1ccccc1)c1ccco1)c1cccs1 (stereo not drawn)	-1
-6	6	-2	i	-2	.	6	0.4	2	CCOC(=O)C1=CCN(S(=O)(=O)c2ccccc2Cl)C1c1cccc(Cl)c1 (stereo not drawn)	4
-4	-3	-2	i	1	-9	2	-0.2	3	C=CCN(C)NC(=S)Nc1ccccc1	-1
0	23	2	i	-1	4	2	1.0	11	COC(=O)C1=C(C(=O)OC)[C@@H]2N(Cc3ccccc3)c3ccccc3[C@@]23C[C@@H](C(=O)OC)N=C3N1	-2
-2	-5	1	i	-23	-3	1	-2.5	-2	CCCN(CC)c1ncnc2[nH]ncc12	-2
-3	-7	-3	i	-2	-8	0	0.8	16	CCOC(=O)CC1ON(C)C(=O)N1c1ccc(Cl)cc1Cl (stereo not drawn)	2
-7	-7	1	i	-3	40	0	-0.4	3	Cc1nc2ccccn2c1C(=O)N/N=C/c1ccc(F)cc1	-1
-2	7	4	i	12	-9	5	3.1	8	C=C(C)COc1ccc(-c2ncnc(C(F)(F)F)c2-c2ccccc2)c(O)c1	0
0	8	-3	i	9	-8	-2	0.2	3	Cc1cc(S(=O)(=O)Nc2cccc(O)c2)c(C)s1	-2
-3	0	-2	i	-2	-6	2	-1.1	7	COC(=O)c1cc(S(=O)(=O)N2CCN(c3ccccc3OC)CC2)cn1C	-1
-9	-9	4	i	-2	1	3	-0.3	-13	CCSc1nnc(NC(=O)c2c(-c3ccccc3Cl)noc2C)s1	1
6	13	-1	i	6	5	-1	-1.8	4	Cc1nnc(SCC(=O)Nc2ccc3c(c2)OCCO3)n1N	1
-2	2	-1	i	9	-3	0	-0.6	0	Cc1ccc(C(=O)N2CCCC2)cc1S(=O)(=O)Nc1cccc(C)c1C	3
-4	2	2	i	2	4	1	-0.8	3	O=C(OCCN1CCOCC1)c1ccc(Cl)cc1Cl	1
-1	0	-3	i	-4	-3	-7	-2.8	1	CC(=O)c1cc2c(cc1NC(=O)CN1CCCCCCC1)OCO2	1
-8	3	0	i	7	-12	-3	-2.3	1	CC(NC1CCN(Cc2ccccc2)CC1)c1ccc(F)cc1 (stereo not drawn)	-2
2	-6	11	i	3	1	8	0.2	9	O=C(Nn1c(-c2ccncc2)nc2ccccc2c1=O)c1ccccc1Br	0
-1	-2	1	i	-6	-9	6	0.0	-8	CCN(CC)S(=O)(=O)c1ccc(C(=O)Nc2cc(S(=O)(=O)N3CCOCC3)ccc2O)cc1	-5
4	-7	4	i	6	0	3	0.5	0	CN1C(=O)N2CN(C3CCCCC3)CN3C(=O)N(C)C1C23 (stereo not drawn)	1
-1	8	-1	i	8	-10	9	-1.3	0	Cn1c(Cn2c(=O)sc3ccccc32)nnc1SCC(=O)N1CCOCC1	0
-1	-1	-7	i	-2	-15	4	-2.6	12	O=C(CSc1nc2c(cnn2-c2ccccc2)c(=O)[nH]1)NCC1CCCO1 (stereo not drawn)	-1
-3	4	-5	i	-4	1	-2	1.3	3	CCOC(=O)c1c(-c2cccs2)csc1NC(=O)CN1CCOCC1	13
3	6	-2	i	3	-1	-1	-0.9	6	C=CCn1c(SCCC(=O)O)nc2c1c(=O)n(C)c(=O)n2C	0
-2	14	-3	i	-5	-9	1	2.0	5	Nc1ncnc2c1C1(CCCCC1)Cc1ccccc1-2	0
-2	-1	2	i	-4	-8	-4	-0.7	6	CCOC(=O)c1ccc(S(=O)(=O)N2CCN(CC(O)COc3cccc(C(C)=O)c3)CC2)cc1 (stereo not drawn)	2
-4	11	2	i	-4	-2	-2	-0.4	-17	COc1ccc(S(=O)(=O)N2CCOC2CNC(=O)C(=O)NCC(C)C)cc1OC (stereo not drawn)	0

# Given as labelled records: four of the compounds above
> O=C(OCCN1CCOCC1)c1ccc(Cl)cc1Cl
- NadD inh: -4
- NRP1-CendR mod: 2
- DNMT1 block: 2
- Rpn11 inh: i
- MT1-MMP act inh: 2
- Scp-1 inhibitor: 4
- SUMO1-SIM PPI: 1
- LMPTP block: -0.8
- SKN-1 block: 3
- STEP inh: 1

> CC(=O)c1cc2c(cc1NC(=O)CN1CCCCCCC1)OCO2
- NadD inh: -1
- NRP1-CendR mod: 0
- DNMT1 block: -3
- Rpn11 inh: i
- MT1-MMP act inh: -4
- Scp-1 inhibitor: -3
- SUMO1-SIM PPI: -7
- LMPTP block: -2.8
- SKN-1 block: 1
- STEP inh: 1

> CC(NC1CCN(Cc2ccccc2)CC1)c1ccc(F)cc1 (stereo not drawn)
- NadD inh: -8
- NRP1-CendR mod: 3
- DNMT1 block: 0
- Rpn11 inh: i
- MT1-MMP act inh: 7
- Scp-1 inhibitor: -12
- SUMO1-SIM PPI: -3
- LMPTP block: -2.3
- SKN-1 block: 1
- STEP inh: -2

> O=C(Nn1c(-c2ccncc2)nc2ccccc2c1=O)c1ccccc1Br
- NadD inh: 2
- NRP1-CendR mod: -6
- DNMT1 block: 11
- Rpn11 inh: i
- MT1-MMP act inh: 3
- Scp-1 inhibitor: 1
- SUMO1-SIM PPI: 8
- LMPTP block: 0.2
- SKN-1 block: 9
- STEP inh: 0
